Assay outcomes deposited in PubChem BioAssay by several laboratories.
Tb MetRS inh = Trypanosoma brucei MetRS inhibition; purified T. brucei MetRS, ATP depletion, Kinase-Glo luminescence; inhibition, % at 11.9 µM; actives 0.4% (n = 360,000);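 active = inhibition above a per-plate cutoff of the control wells' mean inhibition plus 3 SD, cut at about 5.5% in these data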;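 note: 0% = DMSO wells median and 100% = median of wells with control inhibitor compound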
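System: purified T. brucei MetRS enzyme / Detection: Kinase-Glo luciferase luminescence reporting remaining unconsumed ATP / Medium: HEPES buffer with MgCl2, KCl, DTT, spermine, BSA, pyrophosphatase / Replication: singlicate, one well per compound / Evaluation: percent inhibition relative to median high and low control wells / Schedule: 2 h aminoacylation at 25 °C after 15 min preincubation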
MT1-MMP act inh = blocks activation of human MT1-MMP. P50281. HT1080 RFP-PRO-GFP cells, GFP/RFP ratio fluorescence, overnight; percent of plate control window, DMSO zero. GFP/RFP ratio change, % at 20 µM. actives 0.061% (n = 360,000). AID 651647;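 active = GFP/RFP ratio change of at least 30% with cell ATP level not reduced by more than half and red fluorescence within 50% of control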; note: strong numbers were not always called active
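Test system: HT1080 RFP-PRO-GFP cells; Benchmarks: DMSO and RFP-L50D-GFP cell wells; Timing: cells overnight before dosing, compound overnight, 37 °C, 5% CO2; Compound: one 20 µM compound dose with 1% DMSO; Read-out: GFP/RFP fluorescence ratio.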
NRP1-CendR mod = NRP-1/CendR interaction modulation; actives 0.85% (n = 360,000); AID 602438; O14786; FAM-RPARPAR peptide binding to NRP-1, fluorescence polarization; inhibition, % at 25 µM;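 active = inhibition or corrected inhibition above about 18%, plus a signal ratio from 0.5 to 1.5, limit read from the data, passing the limit was not always enough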; note: strong numbers were not always called active
Target sequence (O14786 whole entry, looked up): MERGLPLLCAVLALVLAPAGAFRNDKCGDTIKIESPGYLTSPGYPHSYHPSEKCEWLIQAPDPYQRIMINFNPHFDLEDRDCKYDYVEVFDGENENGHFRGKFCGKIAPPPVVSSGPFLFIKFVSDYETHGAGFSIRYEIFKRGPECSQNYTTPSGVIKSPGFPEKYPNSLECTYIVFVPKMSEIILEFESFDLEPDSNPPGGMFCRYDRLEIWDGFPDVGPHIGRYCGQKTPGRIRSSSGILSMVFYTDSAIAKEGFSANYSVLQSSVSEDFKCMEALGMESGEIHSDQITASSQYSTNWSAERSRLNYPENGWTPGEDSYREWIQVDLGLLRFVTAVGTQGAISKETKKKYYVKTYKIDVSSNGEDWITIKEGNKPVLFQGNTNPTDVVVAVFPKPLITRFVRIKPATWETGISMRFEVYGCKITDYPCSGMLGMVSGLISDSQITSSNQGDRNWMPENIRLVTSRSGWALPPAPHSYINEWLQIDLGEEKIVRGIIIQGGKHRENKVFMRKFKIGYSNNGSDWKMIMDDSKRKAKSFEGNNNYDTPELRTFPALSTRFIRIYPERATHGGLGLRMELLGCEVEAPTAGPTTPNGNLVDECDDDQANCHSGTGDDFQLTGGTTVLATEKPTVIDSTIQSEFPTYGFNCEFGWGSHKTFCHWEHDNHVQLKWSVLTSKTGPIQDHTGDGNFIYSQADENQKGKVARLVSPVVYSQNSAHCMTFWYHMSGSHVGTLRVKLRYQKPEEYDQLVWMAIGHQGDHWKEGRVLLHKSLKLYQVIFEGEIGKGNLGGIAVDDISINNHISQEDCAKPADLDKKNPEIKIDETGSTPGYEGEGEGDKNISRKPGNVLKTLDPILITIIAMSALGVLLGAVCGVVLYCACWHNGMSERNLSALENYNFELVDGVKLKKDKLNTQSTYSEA
SKN-1 block = blocks SKN-1 activity in C. elegans | C. elegans VP596 Pgst-4::GFP/RFP ratio, acrylamide-induced, 24 h | inhibition, % at 21.8 µM | actives 0.49% (n = 360,000) | AID 624304;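 active = interference check ratio from 0.5 to 1.5 plus GFP to RFP signal ratio inhibition reaching or exceeding a fixed threshold, cut at about 30% in these data, passing the limit was not always enough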; note: some compounds called inactive have numbers as strong as hits
FAS-TE inh = FAS thioesterase (human) inhibition | actives 0.67% (n = 360,000) | P49327 | inhibition, % at 15 µM | recombinant FAS-TE, OMFH fluorogenic substrate, fluorescence endpoint;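 active = compounds whose normalised, plate-corrected inhibition of enzyme fluorescence in the single-dose primary screen is 50% or more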;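 note: 0% = DMSO with enzyme and 100% = substrate without enzyme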
MsrA act = activators of bovine methionine sulfoxide reductase A | purified bovine MsrA, absorbance read-out | activation, % at 10.6 µM | actives 0.3% (n = 360,000) | AID 602163; in the data active = activation above about 7.5%;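 note: 0% = vehicle and 100% = reference activator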
PABP1 MLLE inh = inhibitors of microRNA-mediated deadenylation, human PABP1 MLLE binding. P11940. GST-MLLE / FITC-PAM2 fluorescence polarization. inhibition, % at 20 µM. actives 0.36% (n = 360,000). AID 588489; in the data active = inhibition above about 35%, passing the limit was not always enough;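 note: plate controls were DMSO wells with GST-MLLE for no effect and wells lacking GST-MLLE protein for full effect; some results filed as inactive read as strong as hits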
MsrA inhibitor = inhibitors of bovine MsrA. purified bovine MsrA, absorbance read-out. inhibition, % at 15.5 µM. actives 0.75% (n = 360,000). AID 651718; in the data active = inhibition above about 4.5%;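 note: 0% = vehicle wells with enzyme and 100% = reference inhibitor wells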
E coli Lon inh = inhibitors of E. coli Lon protease. P0A9M0. purified E. coli Lon protease, fluorescence polarization. inhibition, % at 7.94 µM. actives 0.42% (n = 360,000). AID 602123; in the data active = inhibition above about 13%, passing the limit was not always enough;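 note: 0% = enzyme with probe and DMSO and 100% = no enzyme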
Numbers without * were called inactive; . = not tested or not shown. The order is random; overall some 4% were active at least once.

SMILES	Tb MetRS inh	MT1-MMP act inh	NRP1-CendR mod	SKN-1 block	FAS-TE inh	MsrA act	PABP1 MLLE inh	MsrA inhibitor	E coli Lon inh
COCc1cccc(C2=CC(=O)C[C@H](c3ccc(F)cc3)C2)c1	-0.5	3	9	8	4	-3	1	-0.1	-2
Cc1cccc(NC(=O)c2sc(-c3ccccc3)nc2-c2ccc([N+](=O)[O-])cc2)c1	-0.9	-1	16	-2	41	-4	-9	-0.1	-7
CCOC(=O)N1CCN(C(=O)CSc2nnc(-c3cc(OC)ccc3OC)o2)CC1	-0.6	2	-2	-1	-4	-4	6	2.0	1
Cc1nc(SCC(=O)Nc2c(C)n(C)n(-c3ccccc3)c2=O)n[nH]1	-0.2	0	2	-5	-6	-6	-6	0.4	3
CN(CC(=O)Nc1ccc(F)cc1)C(=O)c1cn(-c2ccccc2)nc1-c1cccs1	0.0	-1	-17	8	17	-4	-10	0.9	8
O=C(N/N=C/c1ccc([N+](=O)[O-])cc1)C(=O)N1CCCC1	-0.4	-1	-2	1	0	-3	7	2.4	9
COc1ccccc1C(=O)N1CCC(C(=O)c2ccc(F)cc2)CC1	0.0	5	-4	15	-9	1	-3	-0.8	1
O=C(Nc1cccc2c1[nH]c1ccccc12)C(F)(F)F	-0.1	-1	-1	1	7	0	-5	0.5	-4
O=C(NCc1ccco1)c1cc(=O)c2ccccc2o1	0.2	1	11	0	3	0	0	2.2	-6
CCCN1CCN(CCCNC(=O)c2ccc(CS(=O)c3ccc(OC)cc3)o2)CC1 (stereo unspecified)	-0.3	0	13	-4	-3	-3	12	0.2	-5
O=C(COC(=O)CNC(=O)C1CCCCC1)Nc1ccc(Cl)cc1F	-0.6	-2	-11	2	0	0	-14	-0.3	-9
Nc1ccc(-c2nc3nc(N)nc(N)c3nc2-c2ccc(N)cc2)cc1	-0.2	0	-19	10	-3	-4	-5	1.1	-1
O=C(NC1(C(=O)O)CCCC1)C(Cl)Cl	0.0	-1	4	2	-10	-3	3	-0.5	4
Cc1ccccc1N1CCN(c2ncnc3c2cnn3Cc2ccc(Cl)cc2)CC1	0.9	-13	0	11	28	-1	-4	0.8	-4
Cc1c(C=O)c2ccccc2n1CC(=O)N1CCc2ccccc2C1	-1.6	-3	-7	-8	39	-6	-14	0.4	-4
COC(=O)C1(C(=O)OC)C[C@H](/C=C/c2ccccc2)N(Cc2ccccc2OC)[C@@H]1c1ccc(F)cc1	0.4	-2	-25	6	.	.	.	0.1	.
CCc1nnc(NC(=O)c2nc(S(=O)(=O)Cc3ccccc3)ncc2Cl)s1	0.1	3	-55	3	2	-5	17	0.5	1
CCc1ccccc1NC(=S)N1N=CCC1c1ccccc1 (stereo unspecified)	0.4	-5	-4	1	0	-2	-7	0.4	-5
COc1ccc(OCC(O)CN2CCN(Cc3ccc4c(c3)OCO4)CC2)cc1 (stereo unspecified)	-0.7	-4	3	6	-13	-3	13	-0.4	-11
C=CCC1(CC=C)CCCN1C(=O)CC1C(=O)NCCN1Cc1cc(OC)cc(OC)c1 (stereo unspecified)	0.6	-2	-12	4	-5	-2	6	-0.2	2
CCCCn1c(N)c(N(CCC(C)C)C(=O)CSc2nc3ccccc3s2)c(=O)[nH]c1=O	0.0	-21	-13	10	-14	0	6	-1.1	9
Cc1cccc(N2C(=O)C(O)=C(C(=O)c3cccs3)C2c2ccccc2)n1 (stereo unspecified)	0.3	1	1	4	-4	-2	-6	0.3	4
Cc1ccc2nc(-c3ccc(NC(=S)NC(=O)C(C)C)cc3)sc2c1	-0.3	0	-10	8	4	-1	30	1.7	8
N#CCCN(C(=O)CSc1ccc2c(c1)OCCO2)c1ccc(F)cc1	-1.2	2	-7	0	0	-4	23	0.5	-4
C=CCN1[C@H](COCc2ccccc2)C=CS1(=O)=O	-1.3	5	13	-4	-7	-5	-7	1.0	2
NC(=O)c1ccccc1OCC(=O)NS(=O)(=O)c1ccc(Cl)cc1	0.9	22	-9	6	-5	-2	0	-1.1	-7
Cc1ccc2[nH]c(=O)c3cc(C(=O)N(CCCOC(C)C)Cc4ccco4)sc3c2c1	0.3	-2	5	10	10	-2	-4	0.7	6
C=CC[n+]1c(-c2ccc(Cl)cc2Cl)csc1Nc1ccc(NC(C)=O)cc1	-0.8	-7	3	2	16	-10	1	-0.2	-2
Cc1ccc(-c2cc(O)cc3sc(=O)oc23)cc1C	0.2	-6	4	-6	-1	-1	-5	1.0	1
COc1ccc(NC(=O)[C@@H](NC(N)=O)C(C)C)cc1Cl	-0.4	4	12	0	-11	-4	4	-0.5	9
C(=Cc1cnc2ccccc2n1)c1ccc2c(c1)OCO2	-0.2	-1	16	-9	6	-12	30	1.5	96*
CCNS(=O)(=O)c1ccc(CCC(=O)Nc2cc(Cl)ccc2Oc2ccccc2)cc1	-0.3	-7	-2	8	33	-1	4	-0.8	-1
C=CCn1cnnc1SCC(=O)N(C)CC1COc2ccccc2O1 (stereo unspecified)	-0.4	3	9	3	-5	-5	-4	-0.3	0
Oc1cccc(Nc2nc(NCC3CCCO3)c3ccccc3n2)c1 (stereo unspecified)	4.7	16	-12	22	-3	-2	7	.	2
O=C(Cn1c(=O)sc2ccccc21)Nc1ccc(S(=O)(=O)N2CCCC2)cc1	0.2	8	0	4	8	-3	-6	0.5	3
O=C(CSc1nnc(-c2ccco2)n1Cc1ccccc1)NC(=O)NCc1ccccc1	-0.1	-3	-8	-3	2	-1	-30	1.7	-15
CCC(Sc1ncccc1Nc1ccccn1)C(=O)O (stereo unspecified)	-0.1	-1	1	4	-6	-4	2	-0.8	-9
C/C(=N\Nc1ccccn1)c1ccc(S(=O)(=O)NCc2ccco2)cc1	-0.5	3	-3	4	54*	-8	3	3.2	7
COC(=O)CN1C(=O)C(O)(CC(=O)c2ccc(C)cc2)c2cc(Br)ccc21 (stereo unspecified)	-0.4	-3	3	-4	-1	-1	-7	-0.3	4
Cn1c(=O)c2c(nc(Cc3ccc(N)cc3)n2C)n(C)c1=O	-0.2	-2	5	1	-3	-8	6	1.6	8
CCn1c(COc2ccccc2)nnc1SCC(=O)c1cccc([N+](=O)[O-])c1	-0.1	16	-8	12	32	-1	-86	-0.3	-2
O=C(Nc1cc(C(F)(F)F)ccc1N1CCOCC1)C1=NN(c2ccccc2)C(=O)CC1	-0.1	-5	-14	1	13	6	10	0.5	-5
CCC(Oc1ccc(C)cc1)C(=O)Nc1ccc(S(=O)(=O)Nc2nccs2)cc1 (stereo unspecified)	-0.6	4	2	1	0	-3	11	-0.5	2
O=C(Nc1ccncc1)c1ccccc1[N+](=O)[O-]	-0.1	-14	15	-2	-4	-2	7	0.2	2
COc1ccc(N=Cc2ccc(N(CCC#N)CCC#N)cc2)cc1	0.1	1	-6	-7	-5	-6	2	4.9*	-21
O=C(CSc1nc2c(c(=O)n1-c1ccc(Cl)cc1)SCC2)NCc1ccco1	-0.8	3	-3	4	1	-3	6	1.9	-2
O=C(CCN1CCCCC1)Nc1cccc(Br)c1	-0.5	2	4	4	-5	-2	16	-0.2	1
CC(=O)c1ccc(NC(=O)COC(=O)c2c3c(nc4ccccc24)/C(=C\c2cccs2)CCC3)cc1	0.8	0	-12	12	32	-9	-35	1.6	-59
CN(CC(=O)Nc1cccc(F)c1)C(=O)c1ccccc1OCC(=O)Nc1cccc(C(F)(F)F)c1	-0.4	-4	3	4	7	-3	-10	0.8	6
CCc1cc2c(=O)c(-c3ccc(F)cc3)c(C)oc2cc1OCC(=O)O	0.3	5	12	8	-4	-3	-4	0.3	0
CC1(C)Cc2ccccc2-c2nnc(SCc3ccccc3)n21	0.1	-1	-7	-6	10	0	-15	0.6	8
Clc1ccc(-n2nnnc2-c2cnc(-c3ccncc3)nc2-c2cccs2)cc1	0.2	-17	0	33	24	0	3	-0.3	0
CC1CCN(C(=O)CNC(=O)c2ccc(Cl)cc2Cl)CC1	-0.2	-5	10	2	-9	-15	9	-0.1	-2
COc1ccc(CO[C@@H]2O[C@H](CO)[C@@H](O)[C@H](O)[C@H]2NC(C)=O)cc1OC	-1.0	-1	7	18	-6	-4	0	-0.1	-2
CCOC(=O)c1cnc2ccc(F)cc2c1Nc1ccc2c(c1)OCCO2	-1.8	3	2	-14	19	-15	-13	-0.4	-10
CN(C)S(=O)(=O)c1ccc(N2CCCC2)c(C(=O)N2CCN(S(=O)(=O)c3ccc(F)c(F)c3)CC2)c1	-0.3	-2	15	-4	12	-1	1	0.6	-3
c1ccc(Oc2ncnc3oc(-c4ccccc4)cc23)cc1	-1.1	-1	7	-12	-4	-3	-14	-0.1	-14
Cc1onc(-c2c(Cl)cccc2Cl)c1C(=O)N1CCOCC1	-1.0	2	13	3	-6	-11	3	0.0	3
CC(C)COc1cccc(C(=O)N(CC(=O)Nc2ccccc2C(F)(F)F)Cc2ccco2)c1	-0.4	2	0	7	25	-1	3	-1.4	4
CCN(C(=O)CSc1nncn1-c1ccccc1)C1CCS(=O)(=O)C1 (stereo unspecified)	-0.4	-4	6	4	-5	-4	6	-0.9	-14

Additional entries
SMILES	Tb MetRS inh	MT1-MMP act inh	NRP1-CendR mod	SKN-1 block	FAS-TE inh	MsrA act	PABP1 MLLE inh	MsrA inhibitor	E coli Lon inh
O=C(c1ccc(S(=O)(=O)N2CCOCC2)cc1)N1CCCc2ccccc21	-0.5	3	-6	-5	-10	-12	-1	-0.4	-6
NC(=O)CC(NC(=O)c1ccc(Br)cc1)c1ccc(NCCc2ccc(F)cc2)c([N+](=O)[O-])c1 (stereo unspecified)	0.0	14	-24	18	10	1	-38	-0.1	-8
CC(NC(=O)c1ccncc1)c1ccc(Cl)cc1Cl (stereo unspecified)	-0.7	0	-1	-9	-1	-4	-8	-0.8	1
CSc1nnc(-c2sccc2OCc2ccc(C)cc2)n1C	0.5	-1	-6	7	-1	0	-15	1.6	-6
O=C(COC(=O)[C@@H]1CCCN1S(=O)(=O)c1ccccc1F)c1ccccc1	-0.5	5	8	-3	2	-4	4	-0.1	14
Cc1ccc(C(=O)OCc2ccc3c(c2)OCO3)cc1S(=O)(=O)N1CCCCC1	0.6	-8	-6	-9	32	0	4	3.2	1
CC(C)c1ccc(NC(=O)COc2ccc(S(=O)(=O)N3CCOCC3)cc2)cc1	-1.0	-4	-8	-20	-7	-12	-16	-0.5	-3
Cc1c(N)ccc(-n2nc3ccccc3n2)c1C	-0.2	2	2	14	-4	-1	-2	-0.2	15
O=C(O)CC1(CC(=O)Nc2ccc3sccc3c2)CCCCC1	-0.2	-2	-8	6	-4	-3	15	0.2	4

In a second layout: entries from further up
| mol | Tb MetRS inh | MT1-MMP act inh | NRP1-CendR mod | SKN-1 block | FAS-TE inh | MsrA act | PABP1 MLLE inh | MsrA inhibitor | E coli Lon inh |
| --- | --- | --- | --- | --- | --- | --- | --- | --- | --- |
| NC(=O)CC(NC(=O)c1ccc(Br)cc1)c1ccc(NCCc2ccc(F)cc2)c([N+](=O)[O-])c1 (stereo unspecified) | 0.0 | 14 | -24 | 18 | 10 | 1 | -38 | -0.1 | -8 |
| CC(C)c1ccc(NC(=O)COc2ccc(S(=O)(=O)N3CCOCC3)cc2)cc1 | -1.0 | -4 | -8 | -20 | -7 | -12 | -16 | -0.5 | -3 |
| O=C(c1ccc(S(=O)(=O)N2CCOCC2)cc1)N1CCCc2ccccc21 | -0.5 | 3 | -6 | -5 | -10 | -12 | -1 | -0.4 | -6 |
| O=C(O)CC1(CC(=O)Nc2ccc3sccc3c2)CCCCC1 | -0.2 | -2 | -8 | 6 | -4 | -3 | 15 | 0.2 | 4 |
